Compound activity as filed in PubChem BioAssay.
Mtb BioA inh: blocks M. tuberculosis BioA enzyme activity. purified M. tuberculosis BioA enzyme, plate reader. inhibition, % at 9.99 µM. 360,000 tested, 0.096% active. AID 602481; in the data active means inhibition above about 40%; inconclusive means no clear call, values can overlap the other calls
BoNT-A LC inh2: inhibitors of Botulinum neurotoxin A light chain protease; multiplex microsphere protease substrate cleavage, flow cytometry; inhibition, % at 10 µM; 360,000 tested, 0.17% active; further: plate controls were buffer without enzyme for full effect and enzyme alone for no effect
PfHsp40 rescue: restores yeast growth despite PfHsp40 toxicity | S. cerevisiae expressing PfHsp40, growth rescue, ATP luminescence | growth rescue, % at 12.5 µM | 340,000 tested, 0.68% active | AID 504582; in the data active means growth rescue above about 28%, passing the limit was not always enough; inconclusive means no clear call, values can overlap the other calls;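 further: yeast W303a lacking pdr1 and pdr3 grown in galactose medium; growth measured after three days at 30 °C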
GDH-TPI inh: GDH-TPI coupled enzyme inhibition counter-screen. GDH-TPI coupled enzyme counterscreen, NADH absorbance. inhibition, % at 4.8 µM. 360,000 tested, 1.2% active; in the data active means inhibition above about 30%;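 further: 0% = DMSO wells and 100% = wells lacking the enzyme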
FadD28 binding: blocks FadD28 binding to the bisubstrate probe; AID 588549; 360,000 tested, 0.22% active; inhibition, % at 12.5 µM; fluorescence polarization; in the data active means inhibition above about 8.5%, passing the limit was not always enough; inconclusive means no clear call, values can overlap the other calls
Mtb UGM inh: blocks M. tuberculosis UGM enzyme. P9WIQ1. purified UGM, fluorescence polarization probe displacement. inhibition, % at 10 µM. 320,000 tested, 0.06% active. AID 504406; in the data active means inhibition above about 10%, passing the limit was not always enough; inconclusive means no clear call, values can overlap the other calls
Target sequence (P9WIQ1 whole entry, looked up): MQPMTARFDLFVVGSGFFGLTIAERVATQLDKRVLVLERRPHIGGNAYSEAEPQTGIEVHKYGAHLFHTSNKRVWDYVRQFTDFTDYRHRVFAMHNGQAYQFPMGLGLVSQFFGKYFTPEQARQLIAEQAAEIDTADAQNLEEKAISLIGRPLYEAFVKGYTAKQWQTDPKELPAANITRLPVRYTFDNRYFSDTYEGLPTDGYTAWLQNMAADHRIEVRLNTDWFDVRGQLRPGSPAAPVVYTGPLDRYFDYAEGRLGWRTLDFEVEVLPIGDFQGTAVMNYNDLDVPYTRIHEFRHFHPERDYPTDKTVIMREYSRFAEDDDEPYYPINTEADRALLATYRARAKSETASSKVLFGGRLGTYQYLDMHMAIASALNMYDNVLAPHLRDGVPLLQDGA
Anthrax LF prot: inhibitors of Bacillus anthracis lethal factor protease | multiplex microsphere protease cleavage assay, LF | 360,000 tested, 0.12% active | P15917 | inhibition, % at 10 µM | AID 588501; further: plate controls were buffer without enzyme for full effect and enzyme alone for no effect
FBA Mtb inh: inhibits M. tuberculosis FBA enzyme | P9WQA3 | purified M. tuberculosis FBA, fluorescence read-out | inhibition, % at 1 µM | 360,000 tested, 2.3% active; in the data active means inhibition above about 27%;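 further: 0% = vehicle and 100% = reference inhibitor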
Target sequence (P9WQA3 whole entry, looked up): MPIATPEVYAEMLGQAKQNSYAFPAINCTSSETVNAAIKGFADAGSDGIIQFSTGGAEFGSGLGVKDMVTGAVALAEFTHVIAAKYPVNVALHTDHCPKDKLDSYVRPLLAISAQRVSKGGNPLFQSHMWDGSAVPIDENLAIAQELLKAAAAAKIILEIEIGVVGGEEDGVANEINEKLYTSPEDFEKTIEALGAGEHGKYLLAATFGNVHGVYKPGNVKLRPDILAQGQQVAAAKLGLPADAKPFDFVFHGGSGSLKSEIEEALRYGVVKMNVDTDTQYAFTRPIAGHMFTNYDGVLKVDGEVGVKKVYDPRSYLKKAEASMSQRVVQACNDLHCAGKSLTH
BoNT F protease: BoNT F light chain protease inhibition; Multiplex microsphere protease cleavage assay, flow cytometry; inhibition, % at 10 µM; 360,000 tested, 0.22% active; AID 588497; in the data active means inhibition above about 35%, passing the limit was not always enough; inconclusive means no clear call, values can overlap the other calls; further: plate controls were buffer without enzyme for full effect and enzyme alone for no effect
* hit, by the source's call; ? = inconclusive; / = not tested or not shown. Unless noted, no stated cut-off is given here; in the data, active means inhibition above about 30%; inconclusive means no clear call, values can overlap the other calls; inactive means below that. Outcome played no part in choosing rows; 4.7% or so of the library scored in one or more.

| Compound | Mtb BioA inh | BoNT-A LC inh2 | PfHsp40 rescue | GDH-TPI inh | FadD28 binding | Mtb UGM inh | Anthrax LF prot | FBA Mtb inh | BoNT F protease |
| --- | --- | --- | --- | --- | --- | --- | --- | --- | --- |
| O=C(NCCc1ccccc1F)C(=O)Nc1nccs1 | 0.2 | -0.5 | -1.4 | 0 | -1.8 | 0.7 | -2 | 2 | -7 |
| Cc1ccc(NC(=O)CN(Cc2ccccc2)S(C)(=O)=O)cc1C | 0.8 | 0.3 | -0.9 | -3 | -2.8 | 0.7 | 1 | 1 | -1 |
| Cc1nonc1OCCNCc1c(C(=O)N2CCCCCCC2)nc2ccc(Cl)cn12 | / | 1.0 | 0.5 | 0 | -2.5 | -2.4 | 0 | 2 | -3 |
| COc1cc(CCCN2C(=S)NC[C@@H]2CC2CCCCC2)cc(OC)c1OC | -1.3 | -0.5 | 0.1 | 4 | -2.1 | -0.5 | -15 | 2 | 3 |
| O=C(NCCCl)Nc1cc([N+](=O)[O-])ccc1Cl | / | 0.4 | 0.4 | -9 | -7.7 | -0.5 | -8 | 0 | 2 |
| O=C(Nc1ccc(Oc2ccccc2)cc1)C1CCCO1 (configuration not stated) | / | -0.2 | 1.9 | 5 | 1.0 | -5.7 | -4 | 3 | -11 |
| Cc1ccc(Cl)cc1N1CCN(S(=O)(=O)c2c(C(=O)N3CCOCC3)c(C)n(C)c2C)CC1 | 0.6 | -0.2 | -0.8 | 11 | -1.6 | -0.7 | -5 | 1 | -1 |
| CCN(CC)c1ccc(/C=C(\C#N)C(=O)c2ccc(Br)cc2)cc1 | / | 49* | 0.0 | 16 | 28* | ? | 46* | -16 | 61* |
| O=C(Cc1n[nH]c(=O)c2ccccc12)NC(c1ccccc1)c1ccccc1 | -0.5 | -0.3 | 0.1 | 8 | -0.1 | 2.1 | 6 | 5 | -7 |
| COc1ccc(C2(C)NC(=O)N(CC3CCCCC3)C2=O)cc1 (configuration not stated) | 0.7 | 0.5 | -1.4 | 11 | -3.0 | 0.5 | 1 | 0 | 4 |
| CCCCOC(=O)n1c(=O)oc2ccc(S(=O)(=O)N3CCCCC3)cc21 | -1.5 | -0.6 | 0.2 | 0 | -1.2 | 3.2 | -1 | 2 | 1 |
| COc1ccc(S(=O)(=O)N(Cc2ccccc2)Cc2nc3ccccc3c(=O)[nH]2)cc1 | 0.3 | 2.0 | 0.3 | -11 | -2.3 | -1.3 | 0 | 6 | 19 |
| CC(CCc1ccccc1)NC(=O)COC(=O)c1cccnc1Cl (configuration not stated) | 2.2 | -0.4 | 0.1 | -1 | -0.3 | 3.7 | -5 | 2 | -2 |
| CC1CCN(Cc2c(C(=O)N/N=C/c3cccc(Cl)c3)nnn2-c2nonc2N)CC1 | -0.4 | 1.7 | -0.1 | 11 | -2.2 | 2.2 | 0 | 6 | 2 |
| COC(=O)c1ccc2cn[nH]c2c1 | 0.8 | 0.8 | / | 13 | -1.0 | / | -2 | 2 | -4 |
| CCCc1c(C(=O)Nc2ccc(F)cc2)cnn1-c1ccccc1 | -0.6 | / | 8.5 | 12 | -1.6 | 0.9 | / | -2 | / |
| CCCn1c(SCC(=O)Nc2cccc(C(=O)OCC)c2)nnc1-c1ccoc1C | -1.3 | 0.2 | 0.5 | -9 | -1.7 | 1.0 | -3 | -16 | 11 |
| Cc1occc1C(=O)N1CCCC(Nc2ccc(F)c(F)c2)C1 (configuration not stated) | 6.6 | 1.8 | -2.2 | -8 | -3.2 | -2.8 | -3 | -2 | -1 |
| COc1ccc(N2CCN(C(=O)c3ccccc3NS(=O)(=O)c3ccc(C)cc3)CC2)cc1 | 1.3 | 1.5 | -1.0 | 9 | -0.4 | 3.3 | -3 | 4 | 4 |
| Cc1cc(C)c(C#N)c(N2CCC(C(N)=O)CC2)n1 | / | -0.5 | -1.8 | 3 | -1.4 | -1.1 | -2 | 14 | -6 |
| C=CCNC(=S)Nc1ccc(N2CCOCC2)c(S(=O)(=O)Nc2ccccc2Cl)c1 | 2.0 | -0.4 | 3.4 | -4 | -2.1 | 2.1 | 2 | 0 | 0 |
| CN(CC(=O)Nc1cccc(F)c1)CC(=O)Nc1cccc([N+](=O)[O-])c1 | / | -0.2 | 0.9 | 0 | -2.0 | 0.6 | 2 | 2 | 2 |
| C=CCN(C(=O)CCC(=O)Nc1cc(C)on1)C(C(=O)NC1CCCC1)c1ccc(OC)c(OC)c1 (configuration not stated) | -0.7 | 1.0 | 0.1 | -2 | -0.6 | 0.0 | 1 | 1 | 12 |
| CCOc1ccc(-c2c(C(=O)N/N=C/c3ccccc3)nnn2-c2nonc2N)cc1 | / | 0.2 | 1.5 | -2 | -4.2 | -1.2 | 7 | -3 | 7 |
| O=C(COC(=O)Cc1c(F)cccc1Cl)NC1CCS(=O)(=O)C1 (configuration not stated) | -2.0 | 2.0 | 0.3 | 8 | -1.7 | -1.9 | -3 | 2 | ? |

Following part.
| Compound | Mtb BioA inh | BoNT-A LC inh2 | PfHsp40 rescue | GDH-TPI inh | FadD28 binding | Mtb UGM inh | Anthrax LF prot | FBA Mtb inh | BoNT F protease |
| --- | --- | --- | --- | --- | --- | --- | --- | --- | --- |
| Cc1ccc(NC(=O)COc2ccccc2[N+](=O)[O-])nc1 | -0.2 | 0.2 | 2.6 | 6 | -3.9 | -1.3 | 2 | 0 | 1 |
| O=C(NCCc1c[nH]c2ccccc12)OCCSS(=O)(=O)O | 0.8 | 1.2 | 0.0 | 3 | -3.0 | -1.0 | -1 | 2 | 7 |
| Cc1nc2c(cc1NC(=O)C(C)(C)C)nc(C)n2Cc1ccccc1 | ? | -1.9 | -1.5 | -3 | -0.5 | 2.2 | 20 | -3 | -1 |
| Nc1nc(Cl)nc2c1ncn2[C@H]1C[C@H](O)[C@@H](CO)O1 | 0.0 | -0.8 | -0.5 | -2 | 0.7 | -2.1 | -7 | 1 | -7 |
| CCN(C(=O)CSc1ccccn1)C1CCCCC1 | 1.2 | -0.5 | -0.9 | -6 | -1.8 | 0.4 | 0 | 2 | 3 |
| COc1cccc(NC(=S)N(CCCN2CCOCC2)C(C)c2cc3ccccc3o2)c1 (configuration not stated) | 0.4 | -2.4 | -1.2 | -5 | -3.3 | 2.5 | -1 | 0 | -4 |
| O=C1OCCN1C(=O)[C@H]1[C@H](c2ccccc2)C(c2ccc(F)cc2)=NN1c1ccccc1 | -3.2 | -0.1 | 1.3 | 9 | 0.5 | / | -11 | 11 | -2 |
| Cc1cccc(-n2ncc3c(NCc4ccco4)ncnc32)c1 | 1.9 | -0.4 | -0.3 | 9 | -1.2 | -0.2 | -3 | 7 | 1 |
| C/C(=N\NC(=O)c1c(Cl)c(C)nn1C)c1ccc(NC(=O)C2CCC2)cc1 | 1.2 | -0.7 | -1.0 | -2 | -2.3 | -2.2 | -2 | 1 | 4 |
| COC(=O)c1ccc(C)c(NC(=O)c2nn(C)c(=O)c3ccccc23)c1 | -0.5 | ? | 0.8 | -1 | -1.8 | -2.6 | -4 | -1 | 1 |
| COc1cc2c(c(O)c1OC)C1Cc3ccc(OC)c(OC)c3CN1CC2 (configuration not stated) | 0.9 | -0.1 | / | 1 | 0.9 | / | 5 | -2 | 9 |
| CCOC(=O)C1CCN(S(=O)(=O)NC[C@H]2O[C@@H](n3cnc4c(N)ncnc43)[C@H](O)[C@@H]2O)C1 (some centres not stated) | 0.0 | -0.5 | -0.3 | 4 | -2.5 | / | -4 | 1 | -3 |
| COc1ccc(-n2c(C)c(C(=O)O)c3cc(OC)c4ccccc4c32)cc1 | 0.3 | -0.8 | -1.5 | -12 | 1.1 | -0.8 | 3 | 12 | 0 |
| COc1ccccc1NC(=O)c1cc(S(=O)(=O)N2CCC3(CC2)OCCO3)ccc1F | -0.1 | -0.2 | 2.5 | -6 | -3.2 | 4.3 | 0 | 0 | 1 |
| COC(=O)c1ccc(N2CCN(CC(=O)c3ccc(C)cc3)CC2)c([N+](=O)[O-])c1 | 8.4 | 1.3 | -0.1 | 29 | 0.6 | 1.9 | -7 | 0 | -3 |
| Cc1cccc(C)c1NC(=O)CNC(=O)c1c(C)nn(-c2ccccc2)c1C | / | / | -0.7 | 6 | -0.2 | / | / | 1 | / |
| O=C(c1coc(=O)c(Br)c1)N1CCOCC1 | / | -0.1 | -1.3 | 18 | -1.6 | / | -7 | 98* | -1 |
| Clc1ccc2c(c1)Nc1ccccc1CC2 | -0.4 | -1.1 | 4.4 | 2 | 0.7 | 1.9 | -13 | 4 | -10 |
| Cc1ccc2cc3c(=O)n(C)cc(C=O)c3nc2c1 | / | -0.2 | -0.9 | 5 | -1.7 | / | -10 | 3 | -7 |
| CN(CC(=O)N1CCN(c2ccccn2)CC1)S(=O)(=O)c1ccc(Cl)cc1 | / | -7.2 | 0.7 | -3 | 0.4 | 0.2 | 2 | 8 | -28 |
| CN1/C(=c2/s/c(=C3/C(=O)N(c4ccccc4)NC3=Nc3ccccc3)n(C)c2=O)C(C)(C)c2ccccc21 | -1.6 | 3.5 | 0.5 | -2 | -0.9 | -6.4 | -15 | -18 | -20 |
| O=C(COC(=O)CCCC1=NS(=O)(=O)c2ccccc2N1)Nc1ccc(Br)cc1 | 1.3 | 1.4 | 2.6 | 6 | -4.4 | -1.4 | -2 | 0 | -1 |
| CCN(C(=O)CN1C(=O)NC2(CCC(C)CC2)C1=O)C1CCCCC1 (configuration not stated) | -0.3 | -0.1 | / | -4 | -3.4 | / | -1 | -2 | -5 |
| CN1CCc2c(sc(NC(=O)C3CCCCC3)c2C(N)=O)C1 | 1.0 | -0.6 | 0.7 | -8 | 1.6 | -1.9 | 1 | 7 | -12 |
| CCCC(=O)NC(=S)N1CCN(c2ccc([N+](=O)[O-])cc2)CC1 | 0.6 | -0.7 | -2.0 | 16 | -0.3 | 0.2 | 0 | 0 | -6 |

Profiles, looked up by structure. Screens in order: Mtb BioA inh	BoNT-A LC inh2	PfHsp40 rescue	GDH-TPI inh	FadD28 binding	Mtb UGM inh	Anthrax LF prot	FBA Mtb inh	BoNT F protease
Cc1occc1C(=O)N1CCCC(Nc2ccc(F)c(F)c2)C1 (configuration not stated) is listed with 6.6	1.8	-2.2	-8	-3.2	-2.8	-3	-2	-1
O=C(c1coc(=O)c(Br)c1)N1CCOCC1 is listed with /	-0.1	-1.3	18	-1.6	/	-7	98*	-1

(list continues)
| Compound | Mtb BioA inh | BoNT-A LC inh2 | PfHsp40 rescue | GDH-TPI inh | FadD28 binding | Mtb UGM inh | Anthrax LF prot | FBA Mtb inh | BoNT F protease |
| --- | --- | --- | --- | --- | --- | --- | --- | --- | --- |
| COc1cccc(-c2[nH]nc3c2C(c2ccsc2)C(C#N)=C(N)O3)c1 (configuration not stated) | -1.2 | 1.5 | 0.2 | 5 | -4.1 | -0.3 | 1 | 0 | 0 |
| O=C(NCc1ccco1)c1nn2c(C(F)(F)F)cc(-c3cccs3)nc2c1Cl | 0.3 | -2.4 | 0.1 | 19 | -1.7 | 1.2 | -4 | 0 | -16 |
| CC1CCCCC12NC(=O)N(CC(=O)OCc1ccc(Br)cc1)C2=O (configuration not stated) | 0.4 | 4.7 | 0.2 | -4 | -3.5 | 6.4 | 1 | -2 | 4 |
| Cc1cc(C)n2nc(SCCOc3ccccc3F)nc2n1 | -1.6 | -0.7 | 0.6 | -6 | -3.9 | -0.9 | -1 | 0 | -1 |
| O=C(NNC(=O)c1cc(-c2ccccc2)n(-c2ccccc2)n1)c1cccc([N+](=O)[O-])c1 | / | -0.2 | 0.0 | 7 | -6.3 | 0.9 | -1 | 3 | 1 |
| CCCNC(=O)c1ccc(N2CCC3(CC2)CC(c2ccccc2)=NO3)c(NC(=O)Cc2ccc(F)cc2)c1 | -0.9 | -0.7 | 0.6 | 0 | -4.0 | -1.2 | -2 | -5 | -3 |
| CCOC(=O)c1sc(NC(=O)c2cccc(S(=O)(=O)N3c4ccccc4CC3C)c2)cc1C (configuration not stated) | / | 0.4 | -1.2 | 20 | -1.3 | 1.8 | -1 | -2 | -3 |
| CCOC(=O)C1CCN(C(=O)C2CCN(c3nnc(-n4cccc4)s3)CC2)CC1 | 0.8 | 1.7 | 0.0 | -4 | 1.4 | 2.1 | -5 | -2 | 5 |
| CC(C)CNC(=O)NC(=O)COC(=O)c1ccccc1Sc1ccc(C(F)(F)F)cc1[N+](=O)[O-] | -1.2 | -0.8 | -0.3 | -3 | 1.2 | 0.6 | -1 | 0 | 1 |
